# HTT cytoprotect: Huntington cell model cytoprotection by ATP luminescence; PC12 HTT-Q103 induced, cytoprotection, ATP luminescence, 40 h; Potency, µM (titrated, usually from 56.4 µM), inactives show cytoprotection (ATP increase), most hits filed as activators; actives 0.14% (n = 230,000); AID 1471;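 further: % of control where 0% means no effect; nearly all actives have a fitted effect of over 45% in size; toxic huntingtin expression switched on by the ecdysone agonist tebufenozide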
#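 Readout: ATPlite luminescence (ATP level). Model: stable PC12, inducible Htt exon1 Q103-GFP. Inducer: tebufenozide, 100 nM final. Compounds: dose series. No G418 in medium.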
# Tau fluor counter: counter-screen for tau fibril formation inhibitors | tau K18 P301L Alexa594 fluorescence, heparin fibrillization | Potency, µM (highest dose often 57.7 µM), without a hit: at the top dose activity change, negative = decrease | actives 0.93% (n = 280,000) | AID 1463; further: on the % scale 0 is the no-effect control and ±100 the full control effect; nearly all actives have a fitted effect of over 55% in size
#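 Human tau K18 P301L (15 uM unlabeled, 0.24 uM Alexa 594-labeled) in 100 mM sodium acetate pH 7 with 20 uM heparin, 6 hr at 37 C. ThT 30 uM added, 1 hr ambient; Alexa 594 FP and total fluorescence read at 555/632 nm.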
# L3MBTL1 inh: blocks human L3MBTL1 | AID 485360 | Potency, µM (doses to about 57.1 µM), for inactives: at the highest dose activity, negative = inhibition, usual class: inhibitors | actives 0.66% (n = 230,000) | AlphaScreen L3MBTL1–H3K9me1 peptide binding | Q9Y468; further: on the % scale 0 is the no-effect control and ±100 the full control effect; nearly all actives have a fitted effect of over 60% in size
#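 First, the protein-peptide complex forms for 30 min at room temperature (L3MBTL1 50 nM, biotinylated H3K9me1 peptide 75 nM). Next, compounds are pin-transferred and incubated 30 min. Finally, AlphaScreen beads are added and read after 30 min.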
# RECQ1 inh: blocks DNA unwinding by human RECQ1. P46063. RECQ1 DNA unwinding, red fluorescence kinetic read. Potency, µM (series often up to 57.3 µM), without a hit: at the top dose activity, negative = inhibition, most hits filed as inhibitors. actives 0.54% (n = 240,000);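 further: plate controls were vehicle for no effect and no enzyme for full effect; nearly all actives have a fitted effect of over 30% in size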
# Target sequence (P46063 whole entry, looked up): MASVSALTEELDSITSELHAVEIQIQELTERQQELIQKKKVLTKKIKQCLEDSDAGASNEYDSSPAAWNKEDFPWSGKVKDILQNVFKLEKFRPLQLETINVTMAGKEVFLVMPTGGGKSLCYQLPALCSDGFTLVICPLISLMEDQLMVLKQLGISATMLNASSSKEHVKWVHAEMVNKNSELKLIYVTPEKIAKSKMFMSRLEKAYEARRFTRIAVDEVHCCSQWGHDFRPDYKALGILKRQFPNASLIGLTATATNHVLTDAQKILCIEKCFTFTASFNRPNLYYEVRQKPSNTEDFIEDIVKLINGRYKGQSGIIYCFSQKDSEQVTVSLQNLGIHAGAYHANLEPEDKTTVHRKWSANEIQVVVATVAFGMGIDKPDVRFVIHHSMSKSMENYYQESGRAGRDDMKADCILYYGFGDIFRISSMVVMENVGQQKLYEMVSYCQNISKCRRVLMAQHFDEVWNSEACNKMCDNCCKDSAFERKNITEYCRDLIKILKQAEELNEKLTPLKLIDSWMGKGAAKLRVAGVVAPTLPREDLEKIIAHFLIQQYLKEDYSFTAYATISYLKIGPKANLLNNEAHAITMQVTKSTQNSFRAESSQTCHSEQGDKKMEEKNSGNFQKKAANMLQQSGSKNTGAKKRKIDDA
#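 RECQ1T1 50 nM; forked duplex (20 bp + 30-nt ss tails) 200 nM, ATP 2 mM final; pH 8.0, 2 mM MgCl2, 2.5 ug/ml poly(dI-dC); 15 min compound preincubation; discontinuous kinetic read over 2 h at RT.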
# Tau FP inhib: blocks human tau fibril formation measured by polarization. actives 0.39% (n = 280,000). K18 P301L tau heparin fibrillization, Alexa594 FP, 6 h. Potency, µM (top dose mostly 57.7 µM), for inactives: at the top dose activity, negative = inhibition, most hits filed as inhibitors. AID 1468; further: on the % scale 0 is the no-effect control and ±100 the full control effect; nearly all actives have a fitted effect of over 55% in size
# Target sequence (P10636 561-689 P618L limits assumed): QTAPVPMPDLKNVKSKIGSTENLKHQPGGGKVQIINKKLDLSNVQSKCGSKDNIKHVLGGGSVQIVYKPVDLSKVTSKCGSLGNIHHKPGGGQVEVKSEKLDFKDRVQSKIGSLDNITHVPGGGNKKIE
#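 Recombinant K18 P301L […], labeled with Alexa 594 at 0.24 uM over 15 uM unlabeled; heparin inducer 20 uM final; 37 C, 6 hr; FP endpoint.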
# TRb SRC2 PPI: disrupts binding of human TR beta to SRC2 | P10828 | TRbeta-SRC2 peptide binding, fluorescence polarization; receptor liganded with 1 µM T3 | Potency, µM (highest dose often 106 µM), without a hit: top-dose activity change, negative = inhibition, actives largely listed as inhibitors | actives 0.065% (n = 280,000) | AID 1469;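 further: plate controls were bound peptide for no effect and peptide without receptor for full effect; nearly all actives have a fitted effect of over 50% in size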
#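 TRb LBD 0.6 uM + Texas Red SRC2 peptide 20 nM, 1 uM T3, Tris buffer w/ 5% DMSO; compound pinned, 5 h RT; FP read ex 555/em 632; normalized to unbound and bound controls.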
# TexasRed fluor: counter-screen for TRb-SRC2 inhibitors: fluorescence interference. TRb/SRC2 Texas Red total fluorescence interference. Potency, µM (highest dose often 106 µM), without a hit: at the top dose fluorescence change, negative = quenching. actives 0.29% (n = 280,000). AID 1479; active means well fitted curve in either direction with a large enough effect; inconclusive means small, poorly fitted or top-dose-only effect; further: on the % scale 0 is the no-effect control and ±100 the full control effect
#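 Human TRb ligand-binding domain at 0.6 uM with 20 nM Texas Red SRC2 peptide in Tris buffer containing 1 uM T3 and 5% DMSO, incubated with compound 5 h at ambient temperature. Total fluorescence (555/632 nm) calculated as parallel + 2 × perpendicular.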
# Tau fibril ThT: blocks human tau fibril formation measured by thioflavin T; P10636; Potency, µM (top dose mostly 57.4 µM), for the others: top-dose activity, negative = inhibition, usual class: inhibitors; recombinant tau K18 P301L (four-repeat tau fragment), heparin-induced fibrillization, ThT fluorescence; actives 2.1% (n = 270,000); further: on the % scale 0 is the no-effect control and ±100 the full control effect; nearly all actives have a fitted effect of over 55% in size
#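 Heparin-induced (20 uM) aggregation of recombinant human K18 P301L tau, 15 uM unlabeled with 0.24 uM labeled, pH 7 acetate buffer, 6 hr at 37 C with compound. Fibrils quantified by 30 uM ThT fluorescence after 1 hr ambient incubation.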
# * hit, by the source's call; i = inactive; ? = inconclusive; . = no result given; & = joins results of further samples; [ ] = remark or other dose. Unless noted, the call rests on the fitted dose curve; in most records, active means well fitted curve in the direction sought with a large enough effect; inconclusive means small, poorly fitted or top-dose-only effect, or another doubt; inactive means no such curve, though single readings can be large; an effect the other way counts as inactive or inconclusive. Potency means the concentration at half of the fitted maximal effect.
# Each structure is followed by: Tau fibril ThT, Tau fluor counter, RECQ1 inh, HTT cytoprotect, L3MBTL1 inh, TRb SRC2 PPI, TexasRed fluor, Tau FP inhib
> Nc1nc(SCC(=O)Nc2cccc(Oc3ccccc3)c2)n[nH]1
 : 7%, -30%, -1%, -16%[10 µM], -3%, 2%[53 µM], -1%[53 µM], -10%
> O=C(Nc1ccc2c(c1)C(=O)N(CC1CCCO1)C2=O)c1ccccc1Br (configuration not stated)
 : -1%, -13%, -2%, 11%, 2%, 1%, -7%, -8%
> COC(=O)C1=C(C)[C@@H](O)[C@@H](C)[C@](C)(c2cc(OC)c(C)c(OC)c2COc2ccccc2)O1
 : -6%, -10%, -6%, -17%, ., -1%, -2%, -3%
> Nc1ncnc2c1nc(SCCO)n2Cc1ccccc1
 : -4%, -1%, -9%, -49%[inhibitor][1.9 µM], ., -3%, -1%, -1%
> COC(=O)CN1C(=O)CSc2ccc(S(=O)(=O)Nc3cccc(C)c3)cc21
 : 0%, -10%, ., ., ., 1%, -2%, 5%
> COc1ccc(C(=O)NC(=S)Nc2ccccc2N2CCOCC2)cc1Br
 : -2%, ?, -5%, 15%[0.074 µM], -3%, 2%, 0%, -9%
> Cc1cccc(CN2C(=O)CC(c3ccc(Cl)cc3)c3c(C)nn(-c4nc(C)cc(C)n4)c32)c1 (configuration not stated)
 : -17%, -9%, ., ., ., 2%, -3%, 3%
> CN(Cc1nc(Cc2cccc(C(F)(F)F)c2)no1)C1CC(C)(C)NC(C)(C)C1
 : -9%, -5%, -13%, 9%[10 µM], -1%, 6%, -1%, 3%
> O=C(Nc1ccc2oc(-c3cc(Br)ccc3Cl)nc2c1)c1ccc2ccccc2c1
 : 0%, 4%, ., ., ., 8%, -26%, 7%
> CCNc1nc(NCC)nc(OCCNS(=O)(=O)c2ccccc2)n1
 : ., ?, -5%, 19%[10 µM], ., -1%, -1%, 12%
> O=C(COC(=O)c1cc(Br)ccc1O)Nc1cc(S(=O)(=O)N2CCCC2)ccc1Cl
 : -8%, ?, -3%, -3%, ., 1%, 0%, -12%
> COC(=O)CCCSc1nccn1-c1ccccc1
 : -1%, 3%, -5%, -45%, -4%, -6%, -1%, -2%
> CCCn1ncc(CN2CCN(CCc3ccccc3)C(CCO)C2)c1C (configuration not stated)
 : 2%, 0%, i, -4%[10 µM], 10%, 3%, -4%, -11%
> O=C1OC(Cc2ccncc2)C(O)=C1C1=NCCCN1 (configuration not stated)
 : 16%, 16%, -12%, 3%[10 µM], 3%, -3%[53 µM], -2%[53 µM], 5%
> CC(=O)c1cc(-c2ccccc2)n(CC(=O)NC(C)(C)C)c1C
 : -11%, -8%, -35%, -2%, ., 0%, 2%, 4%
> COc1ccc(CNC(=O)CCCCCn2c(SCC#N)nc3cc4c(cc3c2=O)OCO4)cc1
 : 10%, 8%, -12%, -17%, -8%[11.4 µM], 1%, 2%, -9%
> Nc1ccc(C(=O)c2cccs2)cc1
 : 4%, 6%, 7%, ., -8%, -2%, -2%, -3%
> CC(=O)NC(CCS(C)(=O)=O)C(=O)Nc1c(C)cccc1C (configuration not stated)
 : -3%, -10%, -1%, 21%[10 µM], 1%, 1%, 0%, -11%
> COc1cc(NC(=O)CCc2c(C)nc3nc(-c4cc(OC)cc(OC)c4)nn3c2C)cc(OC)c1
 : ?, ?, ., ., ., 1%, -14%, -12%
> COc1ccc(/C=N/NC(=S)SC)cc1OC
 : ?, -23%, -1%, -2%[10 µM], ?, -5%, -2%, 6%
> COc1ccc(CCNC(=O)COc2ccc(S(=O)(=O)N3CCCC3)cc2)cc1
 : 4%, 5%, i, 15%[10 µM], 12%, 6%, 0%, 2%
> CCOC(=O)N1CCN(C(=O)c2ccc(C)c(S(=O)(=O)Nc3ccccc3)c2)CC1
 : 3%, 0%, i, -41%[inhibitor][0.074 µM], ., -28%, -1%, 8%
> CC(C)(C)NC(=O)CN(C(=O)CNS(=O)(=O)c1ccccc1)c1ccc2c(c1)OCCO2
 : -8%, -9%, 6%, 11%, ., 4%, 0%, -2%
> Cn1cccc1C(=O)OCC(=O)Nc1cccc(S(=O)(=O)N2CCOCC2)c1
 : -6%, -17%, 13%, ., -15%, 3%, -1%, 2%
> COc1cc(C(=O)NCc2nnc(SCC(=O)N3CCc4ccccc43)o2)cc(OC)c1OC
 : -9%, -6%, -2%, 11%[10 µM], 6%, 8%, 1%, 1%
> CCOC(=O)N1CCN(C(=O)c2ccc(N(Cc3ccccc3)S(C)(=O)=O)cc2)CC1
 : -3%, -7%, -4%, 10%, ., -8%, -3%, 0%
> COC(=O)c1sccc1S(=O)(=O)N(CC(=O)NCc1ccc(F)cc1)c1ccc(C)c(C)c1
 : 5%, 5%, ., ., ., 2%, 3%, 0%
> Nc1ccc2c(c1)OC1(CCCC1)O2
 : 13µM*, ?, 6%, -83%, -24%, 1%, -1%, -17%
> CC1CC(C)CN(S(=O)(=O)c2ccc(C(=O)NCc3ccc4c(c3)OCO4)cc2)C1 (configuration not stated)
 : -7%, ?, i, -17%, ., -14%, 1%, -15%
> Cc1nnc(CN(C)Cc2cn[nH]c2-c2ccc(-c3ccccc3)cc2)o1
 : -16%, -8%, 7%, -44%[inhibitor], 5%, 0%, -3%, 6%
> COc1ccc(CNc2nc(-c3ccc(Cl)cc3)nn2S(=O)(=O)c2ccc(C)cc2)cc1
 : -5%, -27%, ., ., ., -6%, -15%, -11%
> COc1cc2nc(SCC(=O)Nc3ccccc3C)n3nc(CCn4c(C)nc5ccccc54)nc3c2cc1OC
 : -20%, -16%, ., ., ., 8%, -2%, -5%
> CCCCC(=O)Nc1ccc(C(=O)Nc2ccc(OC)cc2[N+](=O)[O-])cc1
 : ?, -22%, 1%, -1%[10 µM], -1%, -2%, -1%, ?
> COC(=O)NC(CC(C)=O)c1ccc(Cl)cc1 (configuration not stated)
 : -13%[11.5 µM], -12%[11.6 µM], 8%[11.5 µM], -3%[10 µM], ., 3%[11.2 µM], -6%[11.2 µM], 0%[11.6 µM]
> c1ccc(Cn2nnc3c(NCc4ccc5c(c4)OCO5)ncnc32)cc1
 : ., ?, -13%, 1%[10 µM], ., 3%, -1%, -13%
> Cc1nn2c(-c3ccco3)ccnc2c1-c1ccc(F)cc1
 : ?, -11%, ., ., ., 5%, -1%, -8%
> Cc1cccc(CCNC(=O)c2ccc3c(c2)nc2n3CCC(C)C2)c1 (configuration not stated)
 : ?, -12%, ., ., ., -6%, -1%, -8%
> O=[N+]([O-])c1cccc(C2=N[C@@H](Cc3ccccc3)CO2)c1
 : ?, -22%[81.3 µM], i, -18%, ., 0%, ?, 13%[81.3 µM]
> Cc1ccccc1OCC(=O)N(Cc1ccc(N(C)C)cc1)C1CCS(=O)(=O)C1 (configuration not stated)
 : -5%, -5%, 8%, -4%, -2%, 7%, 0%, 3%
> Cc1nc2ccn(Cc3ccco3)c(=O)c2cc1C(=O)NCc1ccccc1F
 : -11%, -3%, ., ., ., 9%, -5%, -2%
> COc1cccc(NS(=O)(=O)c2ccc3c(c2)[C@H]2C=CC[C@H]2[C@@H](c2ccccc2Cl)N3)c1
 : -3%, ?, ., ., ., 3%, -1%, -5%
> O=C(NCc1ccc(-c2nc3ccccc3s2)cc1)c1ccco1
 : -3%, 0%, -8%, -1%[10 µM], 5%, -10%, 0.0006µM*[quencher], ?
> COc1ccc(N2CCN(C(=O)c3cccn3-c3nnc(N4CCCC4)s3)CC2)cc1
 : ?, -13%, ., ., ., 7%, -2%, 3%
> CC(=O)c1ccc(NC(=O)CSc2nc(-c3ccccc3F)nc3c2c(=O)n(C)c(=O)n3C)cc1
 : -4%, -14%, ., ., ., -4%, -3%, -14%
> COc1cccc(-c2nc(Nc3ccncc3)c3ccccc3n2)c1
 : -3%, 10µM*[quencher], -18%, -44%[inhibitor], ., -9%, -2%, 14µM*
> CCOC(=O)c1ccc(NC(=O)c2c(C)oc3nc(C)nc(N4CCCC4)c23)cc1
 : -3%, -2%, ., ., ., -8%, 2%, 5%
> Cc1ccccc1OCC(O)Cn1c(=N)n(CCN2CCOCC2)c2ccccc21 (configuration not stated)
 : 12%&6%, 12%&4%, -5%, -14%&-11%, -10%[11.4 µM], 5%&-3%, -3%&0%, -3%&0%
> COc1ccc(-c2c(C)n([O-])c3c([n+]2=O)CCC3)cc1OC
 : -10%, 2%, -3%, -12%, 12%, -9%, 3%, 0%
> COc1ccc(C(=O)NNC(=O)c2snnc2C)cc1
 : -12%, -13%, -2%, 3%[10 µM], -13%, 1%, -2%, -4%
> O=C(Cc1ccccc1)N(Cc1cccnc1)c1nc2c(F)cccc2s1
 : -16%, -29%, ., ., ., 1%, -1%, -8%

# The list goes on.
# Each structure is followed by: Tau fibril ThT, Tau fluor counter, RECQ1 inh, HTT cytoprotect, L3MBTL1 inh, TRb SRC2 PPI, TexasRed fluor, Tau FP inhib
> Cc1nc(=O)c(-c2ccccc2)c(C)n1-c1ccc(O)cc1
 : -11%, -7%, i, -4%, ., -2%, -6%, 1%
> CN1C(=O)Cc2cc(S(=O)(=O)CCC(=O)Nc3ccc(Cl)cc3)ccc21
 : -12%, -22%, ., ., ., -5%, -1%, -4%
> Cc1cc(C)c(C(=O)COC(=O)CCNS(=O)(=O)c2c(Cl)cccc2Cl)cc1C
 : -4%, -9%, -29%, 7%[10 µM], 8%, 1%, 0%, 1%
> CC(C)(C)C1CCC(=NNc2nc3ccccc3[nH]2)CC1 (configuration not stated)
 : ?, ?, 23%, ?, ?, 4%, -6%, -17%
> COc1ccc2oc(C(=O)NC(C)(C)C)c(C)c2c1
 : -1%, 5%, -8%, -95%[inhibitor], -22%, 3%, 0%, 5%
> O=C1c2ccccc2-c2nnc(-c3ccc(F)cc3)cc21
 : ?, -3%, -6%, -141%[inhibitor], -9%, -2%, -1%, 5%
> O=C(Nc1ccccc1Br)c1cc(CN2CCCC2)on1
 : -5%, -2%, ., ., ., -3%, -3%, -2%
> Cc1cc(NC(=O)Nc2cccc(C)c2C)no1
 : 4%, 3%, i, ., 3%, -3%, 2%, 3%

# Compound activity (PubChem BioAssay)

# Not all compounds are listed, so the mix of outcomes need not match the whole.
